High-throughput results (PubChem BioAssay)
NCI-60 one-dose screen, 48 h, at 10 µM unless noted. Numbers give growth in % (100 = growth as untreated, 0 = no growth, -100 = all killed).
HL-60(TB) – HL-60(TB) leukemia cells; actives 9% (n = 78,000); AID 1794776; active = growth percent below 10
* marks the source's active call; other numbers are inactive results; & = joins results of further samples; [ ] = remark or other dose. These rows are one share of the data, so the mix of outcomes need not match the whole.

SMILES	HL-60(TB)
O=C(O)CCN1C(=O)/C(=C/c2ccc(Cl)cc2)SC1=S	107.7
O=C1C=CC(=O)N1c1ccccc1N1C(=O)C=CC1=O	31.7
CC(C)OC(C(=O)O)c1ccccc1 (stereo unspecified)	129.4
CC(O)c1ccc[n+]([O-])c1 (stereo unspecified)	80.9
Nc1ccccc1SC1CC(=O)N(c2ccc(Cl)c(Cl)c2)C1=O (stereo unspecified)	138.9
C=Cn1c2ccccc2c2ccccc21	103.4
C[C@]12CC[C@@H]3c4cc(CN5CCOCC5)c(O)cc4CC[C@H]3[C@@H]1CCC2=O	91.0
CCC#CC[C@H]1C/C=C2/C(=O)C=C[C@@H]2C/C=C\CCCC(=O)O1	-19.1*
CCN=c1cc2sc3cc(NCC)c(C)cc3nc-2cc1C	2.7*
C=CCN(CC=C)C(=O)OCC	106.7
C=CCn1c(=O)n(C)c(=O)c2c1nc(Cl)n2C	101.6
O=C(Nc1ccc2ncnc(Nc3nccs3)c2c1)c1cccs1	55.4
CC(=O)OCC1OC(OCC2OC(OC(C#N)c3ccccc3)C(OC(C)=O)C(OC(C)=O)C2OC(C)=O)C(OC(C)=O)C(OC(C)=O)C1OC(C)=O (stereo unspecified)	101.3
COc1ccc(S(=O)(=O)N2C(=O)N[C@H](OC)[C@H]2OC)c(OC)c1	105.1
O=C(NCCCCNCCCNC(=O)c1ccc([N+](=O)[O-])cc1)c1ccc([N+](=O)[O-])cc1	86.0
COc1ccc(NC(=O)c2nc(-c3cc(OC)c(OC)c(OC)c3)n(-c3ccc(F)c(F)c3)n2)cc1	99.2
CCN(CC)CCCC(C)Nc1c2ccc(Cl)cc2nc2ccc(O)cc12 (stereo unspecified)	45.7
COC(=O)CCc1c[nH]c2ccc([N+](=O)[O-])cc12	92.9
CC(C)CCC1(CCCl)C(=O)NC(=O)NC1=O	107.9
CCN1CCC2(CC1)NC(=O)c1c(c3ccc(Cl)c(Cl)c3n1C)C2C#N (stereo unspecified)	30.2
C#CCSC(CC)(CC)C(N)=O	95.5
C=CCOC(=O)C1=C(C)NC2=C(C(=O)CC(C)(C)C2)C1c1cccc(O)c1 (stereo unspecified)	96.1
CN1C(=O)C(=Cc2cn(CC(O)Cn3cc(C=C4C(=O)N(C)C(=O)N(C)C4=O)c4ccccc43)c3ccccc23)C(=O)N(C)C1=O	107.1
O=c1[nH]c(CNc2ccc(F)cc2)nn1Cc1ccccc1F	99.3
CC1(C)OC2COC3(CO)OC(C)(C)OC3C2O1 (stereo unspecified)	98.2
C=CCOC(=O)C1=C(C)NC2=C(C(=O)CC(c3ccc(Cl)cc3)C2)C1c1cccnc1 (stereo unspecified)	61.5
Cc1nc(-c2ccccc2)cc2c(O)c(C(=O)N/N=C/c3ccc(O)cc3O)[nH]c(=O)c12	100.3
O=c1cc(-c2ccccc2)nc(SCc2ccccc2Cl)[nH]1	90.4
COc1ccc(/C=C/c2nc(Oc3ccc(-c4ccn[nH]4)cc3)c3ccccc3n2)cc1	99.7
COc1cccc(/C=N/NC(=O)CSc2nc3ccccc3c(=O)n2CCc2ccc(S(N)(=O)=O)cc2)c1	94.1

A different layout for 6 compounds above:
| SMILES | HL-60(TB) |
| --- | --- |
| O=c1[nH]c(CNc2ccc(F)cc2)nn1Cc1ccccc1F | 99.3 |
| CC1(C)OC2COC3(CO)OC(C)(C)OC3C2O1 (stereo unspecified) | 98.2 |
| COc1cccc(/C=N/NC(=O)CSc2nc3ccccc3c(=O)n2CCc2ccc(S(N)(=O)=O)cc2)c1 | 94.1 |
| CN1C(=O)C(=Cc2cn(CC(O)Cn3cc(C=C4C(=O)N(C)C(=O)N(C)C4=O)c4ccccc43)c3ccccc23)C(=O)N(C)C1=O | 107.1 |
| C#CCSC(CC)(CC)C(N)=O | 95.5 |
| COc1ccc(/C=C/c2nc(Oc3ccc(-c4ccn[nH]4)cc3)c3ccccc3n2)cc1 | 99.7 |

Other records follow.
SMILES	HL-60(TB)
O=C(CNc1nc2ccccc2s1)Nc1ccc(-c2nc3ccccc3s2)cc1	99.1
CC1(C)CC[C@]2(C(=O)O)CC[C@]3(C)C(=CCC4[C@@]5(C)C[C@@H](O)[C@@H]6OC(c7cccc([N+](=O)[O-])c7)OC[C@@]6(C)C5CC[C@]43C)C2C1 (stereo partly specified)	42.5
CC1C(=O)C2=C(CCC2)c2cn(Cc3ccccc3)c3cccc1c23 (stereo unspecified)	60.9
COC(=O)[C@]12CC[C@@H](C)[C@H](C)[C@@H]1C1=CC[C@@H]3[C@@]4(C)C(C=O)=C[C@@](C)(COS(C)(=O)=O)C4=CC[C@@]3(C)[C@]1(C)CC2	-34.8*
O=C(NCCCN1CCOCC1)c1cccc(N2C(=O)/C(=C/c3ccc(F)cc3)SC2=S)c1	99.6
Cc1c(Cl)ccc2c1N1OC(C2)C[C@H]1/C=C/c1ccccc1 (stereo partly specified)	92.0
NS(=O)(=O)c1ccc(NC(=O)/C(=C\c2ccc(Br)cc2)NC(=O)c2ccccc2)cc1	96.9
CN(CCC#N)C1=Nc2ccc(Cl)cc2C(c2ccccc2)=[N+]([O-])C1	90.4
C[CH2][Pb]([CH2]C)([CH2]C)[O]C(=O)COC	-50.0*
CNC(=O)c1c(NC(=O)c2ccc(C(C)(C)C)cc2)sc2c1CCC(=O)C2	-13.2*
Cc1nc2c(nnn2-c2ccccc2)c2nc(-c3ccc(Cl)cc3)oc(=O)c12	98.8
Cc1onc(-c2c(Cl)cccc2Cl)c1C(=O)Nc1ccccc1CC1c2ccccc2CCN1C (stereo unspecified)	87.7
O=C(CSc1nnc2n3c(nn12)SCC(c1ccccc1)=N3)c1ccc(Cl)cc1	106.6
O=c1cc(-c2ccccc2)oc2cc(OCc3cn(Cc4ccc([N+](=O)[O-])cc4)nn3)cc(O)c12	114.5
CCN1C(=O)N(CC)C2Nn3c(s/c(=C\c4ccc(Br)cc4)c3=O)=NC21 (stereo unspecified)	99.6

Brought forward from above: 7 compounds, then new ones.
SMILES	HL-60(TB)
C[CH2][Pb]([CH2]C)([CH2]C)[O]C(=O)COC	-50.0*
CNC(=O)c1c(NC(=O)c2ccc(C(C)(C)C)cc2)sc2c1CCC(=O)C2	-13.2*
Cc1nc2c(nnn2-c2ccccc2)c2nc(-c3ccc(Cl)cc3)oc(=O)c12	98.8
Cc1onc(-c2c(Cl)cccc2Cl)c1C(=O)Nc1ccccc1CC1c2ccccc2CCN1C (stereo unspecified)	87.7
O=C(CSc1nnc2n3c(nn12)SCC(c1ccccc1)=N3)c1ccc(Cl)cc1	106.6
O=c1cc(-c2ccccc2)oc2cc(OCc3cn(Cc4ccc([N+](=O)[O-])cc4)nn3)cc(O)c12	114.5
CCN1C(=O)N(CC)C2Nn3c(s/c(=C\c4ccc(Br)cc4)c3=O)=NC21 (stereo unspecified)	99.6
O=C1c2[nH]c3ccccc3c2CC1N1C(=O)c2ccccc2C1=O (stereo unspecified)	88.2
O=C(Nc1ccccc1)c1cc([N+](=O)[O-])ccc1O	108.4
O=C1NC(=O)C(O)(C(=O)O)N1 (stereo unspecified)	99.9
Cc1ccc(S(=O)(=O)Oc2ccccc2[N+](=O)[O-])cc1	89.5
Cn1ncc2ncc(-c3ccc4ncnc(NCc5ccccc5)c4c3)cc21	79.5
O=C(c1ccccc1)c1c(/C=C/c2ccc(Br)cc2)nc2ccccc2c1/C=C/c1ccc(Cl)cc1	100.7
C#CCOc1cccc(-c2nc(N)nc(Nc3ccccc3SSc3ccccc3Nc3nc(N)nc(-c4cccc(OCC#C)c4)n3)n2)c1	23.7
O=C(C(=O)N1CCOCC1)c1cn(Cc2ccc(Cn3cc(C(=O)C(=O)N4CCOCC4)c4cc(Br)ccc43)cc2)c2ccc(Br)cc12	81.8
CC(O)CC(C)(C)NC(=O)C(C)O (stereo unspecified)	106.9
CN1C(=O)N2CN3CCCN(C3)CN3C(=S)NC1C23 (stereo unspecified)	99.8
O=C(Nc1ccc(Oc2cccc(F)c2)c(Cl)c1)c1ccccn1	88.6
NC(=O)OC[C@H](N)C(=O)O	102.4[20 µM]
COc1cc(-c2noc(CSc3nc4ccccc4s3)n2)cc(OC)c1OC	67.0
O=c1cc(CO)[nH]nc1CO	97.6
COc1ccc(Sc2nc(N)nc3c2CCN(Cc2ccc(OC)cc2OC)C3)cc1	57.2
O=C1C2(Cl)C3(Cl)C4(Cl)C(Cl)(Cl)C5(Cl)[C@]3(Cl)C1(Cl)[C@]5(Cl)C24Cl (stereo partly specified)	92.2
O=C1c2ccccc2C(=O)c2c1oc1c2c(=O)[nH]c2ccc(Cl)cc21	94.5
Nc1ccc2cn[nH]c2c1	47.1
CCN(CC)CCC(C(N)=O)c1ccccc1 (stereo unspecified)	82.4
COc1cc(-c2cc(-c3ccccc3)nc3nc(NN)[nH]c(=O)c23)cc(OC)c1OC	94.8
COc1ccc(NC(=O)Nc2ccc(OCC(=O)c3ccc(OC)cc3)cc2)cc1	100.9
COc1ccc(S(=O)(=O)c2ccc(F)cc2)cc1	105.4
NC(=O)C(CO)c1ccccc1 (stereo unspecified)	97.1
CC1(C)N=C(N)N=C(N)N1c1ccc(S(=O)(=O)Nc2nccs2)cc1	100.9
CCCCCCCC/C=C\CCCCCCCCOc1ccc(CCOP(=O)(O)OCC[N+](C)(C)C)cc1	69.2
COc1cc2c(cc1OC)-c1ccc3cc4c(cc3c1N(CCCN1CCN(C)CC1)C2)OCO4	72.1
O=C(NCCCN1CCN(CCCNC(=O)C2CCCCC2)CC1)C1CCCCC1	98.9
CSc1ccc(NC(=O)Nc2ccccc2C(N)=O)cc1	96.6
Nc1ccc(C(=O)Nc2nc3c(s2)C[C@@H](NC(=O)c2cc(Br)c(Br)[nH]2)CC3)nc1	45.7
CC(C)C1=CC2=CC[C@H]3C(C)(C)CC(=O)C[C@]3(C)[C@H]2CC1	93.9
CC(NC(=O)CI)C(=O)Nc1ccc(C(=O)O)c(O)c1 (stereo unspecified)	102.7
N#Cc1ccc(NC(=O)N2CC2)cc1	125.7
COc1ccc(C2=Nc3c/c(=C\c4c(O)[nH]c5ccc(Cl)cc45)ccc3=N2)cc1	6.8*
CC1(C)CC[C@]2(C(=O)O)CC[C@]3(C)C(=CC[C@@H]4[C@@]5(C)CC[C@H](NOCCCN)C(C)(C)[C@@H]5CC[C@]43C)[C@@H]2C1	20.2
O=C(c1ccccc1)N1c2ccccc2Sc2ccccc21	80.9
COc1cc(-c2cc(-c3ccccc3)nc3nc(N)nn23)cc(OC)c1OC	102.6
COc1cc(/C=N/NC(=O)c2ccc(C(F)(F)F)nc2Nc2ccc(Cl)cc2C)ccc1O	4.4*
N#C/C(=C\c1cccs1)C(=O)c1ccco1	111.3
COc1cc(N(CCCl)CCCl)c(OC)cc1/C=N\Nc1nncn1N	95.3
Cn1cc(-c2nn3cc(-c4ccncc4)nc3s2)c2cc(F)ccc21	-1.2*
CCOC(=O)c1[nH]cc2c1CCc1sc(N)nc1-2	91.9
C/C(=N\Nc1ncc(C#N)c(N)n1)c1ccc(Br)cc1	82.7
CN1CCN(C(=O)Nc2ccc(Cl)cc2)CC1	108.1
Nc1cccc(-c2nc3sccn3c2-c2ccnc(NCCCNS(=O)(=O)c3ccc(Cl)cc3)n2)c1	115.8
Cc1cccc(C)c1NC(=O)CSC(=S)n1cnc2ccccc21	80.2
C=C(CC)CCCC	96.5
COC(CC(F)F)c1ccc(-c2ccccc2)cc1 (stereo unspecified)	108.3
Nc1nc(Cl)c2ncn(CCCCCB(O)O)c2n1	97.6
COc1cc2c(c(OC)c1OC)C(=O)/C(=C\c1ccccc1)O2	66.3
CC/C(=C(/c1ccc(O)cc1)c1ccc(OCCCN(C)C)cc1)c1ccc(Cl)cc1	105.9
CCCCCCCCCCCCC[N+](C)(C)Cc1ccccc1	-56.7*
c1ccc(OC2COC(Oc3ccccc3)CO2)cc1 (stereo unspecified)	79.7
COC(=O)/C=C/c1ccccc1OC(C)=O	96.3
COc1ccc(Oc2ccc(/C=N/Nc3nc4ccccc4c(=O)n3-c3ccccc3)cc2)cc1	108.8
CCOc1ccc(/C=N/NC(=O)C(=O)N/N=C/c2ccc(OCC)c(OCC)c2)cc1OCC	116.2
C=C1c2nc3ccccc3n2C=C(c2cccc(Cl)c2)N1Cc1ccc(OC)cc1	-25.0*
CC1=CC(C)(C)NC(=S)N1	111.0&99.0
CC(=O)n1nc(C(=O)OC(C)C)c2cc(C)c(C)cc21	83.7
CCCCCc1ccc(S(=O)(=O)Nc2ccc3nc(N)oc3c2)cc1	28.9
CNC1=C([N+](=O)[O-])C(c2ccc(OC)cc2)c2c([nH]c(=O)[nH]c2=O)N1 (stereo unspecified)	102.9
More results:
SMILES	HL-60(TB)
CC(=O)Nc1nc(O)c(C=Nc2cccnc2)s1	99.5
COc1cc2c(cc1OCc1ccccc1)C(CC(C)C)=[N+](C)CC2	73.0
Cc1ccc(CSc2nc(-c3ccc(F)cc3)c(C#N)c(N3CCNCC3)n2)cc1	113.5
CCN1C(=O)N(CC)C2C1NN=c1s/c(=C\c3cccc([N+](=O)[O-])c3)c(=O)n12 (stereo unspecified)	-37.1*
Nc1ccc(-c2ccc(N)c(S(=O)(=O)O)c2)cc1S(=O)(=O)O	91.4
Clc1nccc2c(-c3csc(-c4c[nH]c5ccc(Br)cc45)n3)c[nH]c12	9.8*
CC(C)(C)C(CC(=O)/C=C\c1ccccc1)c1ccccc1 (stereo unspecified)	55.0
O=C(CSc1nnc(-c2cccs2)n1-c1ccccc1)Nc1cccc(F)c1	77.0
O=C1/C(=C/c2ccc(F)cc2)C=C(c2ccccc2)N1CCc1ccccc1	81.0
CCOC(=O)C(Cc1ccccc1)N/C(CCCO)=C(/C#N)c1nc2ccc(C)cc2c(=O)[nH]1 (stereo unspecified)	60.4
O=C1/C(=C\c2ccccc2O)Sc2ccc(Cl)cc21	101.9
COc1cc2c(cc1OC)CC[N+](CCC[N+](C)(C)C)=C2	90.1
Clc1ncc(Br)c(NC2CCCCCC2)n1	109.4
COc1ccc(CNC2CCCCC2)cc1	98.4
COc1cc2c(c(OC)c1OC)CCC(c1cccc(C(=O)Nc3ccc(C#N)cc3)c1)O2 (stereo unspecified)	15.2
Cn1c(O)c(/C=C2\C=Nc3ccccc32)c(=O)n(C)c1=O	67.4
NCC(O)c1cccc(O)c1 (stereo unspecified)	96.7&96.2
CC12CCC3C(CCC4CC(O)CCC43C)C1C/C(=C/O)C(=O)O2 (stereo unspecified)	106.9
COc1cc(OC)c2c(c1)nc(-c1ccc(OC)c(OC)c1)c1c(=O)n(C)c(=O)n(C)c12	117.0
COc1ccc2[nH]c(=O)c(CSc3nccc(-c4ccc5ccccc5c4)n3)cc2c1	84.4
COc1ccc2c(c1)C=C1CSCC3=Cc4cc(OC)ccc4OC13O2	-5.1*
